High-throughput results (PubChem BioAssay)
Glyco luc inh: N-linked glycosylation inhibition. D54 ERlucT glycosylation luciferase reporter, 24 h; percent of 100 nM tunicamycin response. reporter increase, % at 12.5 µM. actives 0.23% (n = 360,000);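 active = mean luciferase reporter signal, scaled so untreated is 0 and the glycosylation-blocking control 100, at or above a set limit in every replicate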;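 note: luciferase carries N-glycosylation sites so blocking glycosylation raises the light; 0% = median of neutral control wells and 100% = median of 100 nM tunicamycin wells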
PDI turbidity: PDI (human) enzyme inhibition; P07237; PDI insulin aggregation turbidity, A650, 90 min; inhibition, % at 10 µM; actives 0.052% (n = 350,000); AID 588391;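 active = mean inhibition across replicates of 30% or more, whatever share of single replicates reach that level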;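 note: absorbance from insulin aggregation driven by PDI reduction with DTT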
Target sequence (P07237 whole entry, looked up): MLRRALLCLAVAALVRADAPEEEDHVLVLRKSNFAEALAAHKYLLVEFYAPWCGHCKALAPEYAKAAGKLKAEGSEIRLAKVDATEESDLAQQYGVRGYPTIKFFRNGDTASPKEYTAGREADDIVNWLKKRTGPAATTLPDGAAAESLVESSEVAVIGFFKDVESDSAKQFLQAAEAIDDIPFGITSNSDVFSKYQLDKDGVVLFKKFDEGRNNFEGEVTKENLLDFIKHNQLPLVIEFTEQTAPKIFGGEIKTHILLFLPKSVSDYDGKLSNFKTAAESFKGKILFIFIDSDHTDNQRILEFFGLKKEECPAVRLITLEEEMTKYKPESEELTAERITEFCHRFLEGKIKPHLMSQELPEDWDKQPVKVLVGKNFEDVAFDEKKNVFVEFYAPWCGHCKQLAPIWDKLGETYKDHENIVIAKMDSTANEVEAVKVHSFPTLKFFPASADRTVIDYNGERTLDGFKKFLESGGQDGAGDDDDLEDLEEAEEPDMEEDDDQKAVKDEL
iPSC survival up: increases survival of single human iPS cells. AID 602274. hiPSC single-cell survival, ATPlite luminescence; 100% = ROCK inhibitor wells, 0% = DMSO. survival enhancement, % at 20 µM. actives 0.044% (n = 360,000); in the data active = survival enhancement above about 18%;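 note: cells exposed to compounds for 16 hours before the ATP read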
HTR2A ag: agonists of mouse serotonin 5-HT2A receptor (HTR2A) | P35363 | CHO-K1 mHTR2A beta-arrestin complementation, luminescence; percent of 30 µM serotonin response | activation, % at 7.6 µM | actives 0.66% (n = 360,000) | AID 624169;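 active = activation above a run cutoff, the mean activation of all tested compounds plus 3 SD, cut at about 14% in these data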;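 note: 0% = plate median of compound wells and 100% = 30 µM serotonin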
ABCB6 inh 2: blocks the human ABCB6 transporter. K562-ABCB6 porphyrin accumulation, flow cytometry, 1 h; active compounds read low. fluorescence ratio to DMSO, % at 10 µM. actives 0.19% (n = 360,000). AID 602162;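 active = fluorescence ratio to DMSO below 75%, the collection mean minus 3 SD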;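 note: signal is porphyrin accumulated inside mitochondria; 100% equals median channel fluorescence of DMSO control wells; lower ratio means ABCB6 inhibition with less porphyrin fluorescence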
Exocytosis inh: lytic granule exocytosis inhibition; actives 0.66% (n = 360,000); inhibition, % at 10 µM; TALL-104 LAMP-1 surface exposure, flow cytometry; cells stimulated with thapsigargin and PMA;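 active = inhibition above about 55%, limit read from the data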
H9c2 protect: protects H9c2 cardiomyocytes from peroxide injury | H2O2 injury protection, ATPLite, 2 h | protection from H2O2 cell death, % at 20 µM | actives 0.63% (n = 360,000);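 active = compounds giving at least 50% protection of heart cells from peroxide-induced death in the single-dose screen, raw or plate-pattern-corrected value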;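 note: 0% = DMSO wells with peroxide and 100% = DMSO wells without peroxide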
Vif imaging: inhibitors of HIV Vif | HEK293T cells, Vif self-association by quenched fluorescence, imaging, 24 h | inhibition, % at 7.49 µM | actives 0.35% (n = 340,000) | AID 602346; in the data active = inhibition above about 50%, passing the limit was not always enough; note: some results filed as inactive read as strong as hits
CaV13 ICDI inh: Disruptors of the CACNA1D IQ motif to Ca2+-dependent inactivation inhibitor domain association, primary screening, Förster resonance energy transfer in intact living …. actives 0.098% (n = 340,000). inhibition, % at 12.3 µM. HEK cells, CFP/YFP FRET ICDI-IQ, plate reader, 10 min; percent FRET-ratio fall versus neutral wells;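 active = mean replicate inhibition of at least 30% and at least 1% of replicates passing that level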;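 note: 0% = median of the neutral control wells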
aDG glyco act: increases alpha dystroglycan glycosylation; Pro5-aDG cells, alpha-DG glycosylation AlphaScreen (IIH6); 0% Pro5, 100% B10-LARGE cell signal; activation, % at 10 µM; actives 0.22% (n = 360,000); AID 624168;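 active = activation of at least 8% versus controls, or a plate z-score of at least 8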;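 note: Pro5 are CHO cells carrying HIG-tagged alpha-DG that lacks glycosylation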
Numbers without * were called inactive; . = not tested or not shown.

Start of the listing, in advance, 3 compounds:
1) O=C(CC(NS(=O)(=O)c1ccc(Cl)cc1)c1ccco1)NCc1cccnc1 (stereo unspecified)
2) CC(C)NC(=O)N1Cc2cc(C(=O)NCC(F)(F)F)nc(-c3cccc(-c4cc5ccccc5o4)c3)c2[C@@H]1CCO
3) Cn1c(=O)c2c(nc(N3CCNCC3)n2Cc2cccc3ccccc23)n(C)c1=O

screen / no.,1,2,3
Glyco luc inh,0,.,1
PDI turbidity,7,.,0
iPSC survival up,-2.7,-0.9,-1.7
HTR2A ag,-5,-1,-2
ABCB6 inh 2,96,97,94
Exocytosis inh,0,0,0
H9c2 protect,-11,.,6
Vif imaging,4,.,13
CaV13 ICDI inh,-3,-7,.
aDG glyco act,0.3,-0.3,-0.2

The list itself (from the top)
1) O=C(CC(NS(=O)(=O)c1ccc(Cl)cc1)c1ccco1)NCc1cccnc1 (stereo unspecified)
2) CC(C)NC(=O)N1Cc2cc(C(=O)NCC(F)(F)F)nc(-c3cccc(-c4cc5ccccc5o4)c3)c2[C@@H]1CCO
3) Cn1c(=O)c2c(nc(N3CCNCC3)n2Cc2cccc3ccccc23)n(C)c1=O
4) O=C1CC(N2CCN(c3ccccc3)CC2)C(=O)N1c1cccc(Cl)c1 (stereo unspecified)
5) Cc1cccc(OCc2nnc(SCC(=O)O)n2-c2ccccc2)c1
6) COc1ccccc1N1CCN(C(c2ccc(C)cc2)c2nnnn2C(C)C)CC1 (stereo unspecified)
7) O=C(NCC1COc2ccccc2O1)c1cccc(S(=O)(=O)NCc2ccccc2)c1 (stereo unspecified)
8) Cc1cccc(/C=C/C(=O)c2cc(Br)ccc(=O)c2O)c1
9) COc1ccc(-n2c(Cc3cccn3C)nnc2SCC(=O)NCc2ccc(F)cc2)cc1
10) Cc1ccc(-c2cc(C(=O)Nc3ccc(S(=O)(=O)Nc4onc(C)c4C)cc3)c3ccccc3n2)cc1

screen / no.,1,2,3,4,5,6,7,8,9,10
Glyco luc inh,0,.,1,0,2,-3,-3,5,4,1
PDI turbidity,7,.,0,4,-2,-6,1,0,.,3
iPSC survival up,-2.7,-0.9,-1.7,1.6,-0.4,0.8,-0.1,-3.3,0.6,-2.4
HTR2A ag,-5,-1,-2,-3,-4,-3,-5,4,-2,1
ABCB6 inh 2,96,97,94,100,98,94,93,112,96,93
Exocytosis inh,0,0,0,3,-2,-3,1,5,-2,-2
H9c2 protect,-11,.,6,0,3,0,-7,9,12,-12
Vif imaging,4,.,13,-3,7,.,-4,1,6,5
CaV13 ICDI inh,-3,-7,.,-3,-5,.,-16,-6,5,3
aDG glyco act,0.3,-0.3,-0.2,0.1,-0.1,0.4,0.5,-0.1,0.0,0.3

11) CCN1C(=O)[C@@H]2[C@@H](c3ccc(-c4ccc(F)cc4)cc3)N3CCCC[C@@]3(C(=O)OC)[C@@H]2C1=O
12) Cc1ccccc1OCCC(=O)OCC(=O)N(C)c1c(N)n(Cc2ccccc2)c(=O)[nH]c1=O
13) CC(=O)N1N=C(c2ccc(NS(=O)(=O)c3ccccc3)cc2)CC1c1ccco1 (stereo unspecified)
14) O=C(Nc1ccc(Cl)c(C(F)(F)F)c1)c1ccncc1
15) O=C(COC(=O)/C=C/c1cccc(F)c1)NNC(=O)c1ccccc1
16) O=C1CCC(=O)N1c1ccccc1OS(=O)(=O)c1ccccc1
17) O=C(Nc1nnc(SCc2c(Cl)cccc2Cl)s1)C1CCCO1 (stereo unspecified)
18) O=C(COC(=O)C(Cc1ccccc1)NC(=O)c1ccco1)NC1CC1 (stereo unspecified)
19) Cc1nc2ccc(NC(=O)N3CCOCC3)cc2s1
20) COC(=O)c1cc(NC(=O)COC(=O)C2CCC2)cc(C(=O)OC)c1

screen / no.,11,12,13,14,15,16,17,18,19,20
Glyco luc inh,-2,-2,24,-2,1,2,2,0,0,1
PDI turbidity,-9,-1,-2,-3,2,7,-8,-13,9,0
iPSC survival up,-2.6,2.6,0.2,-0.5,-0.5,-0.4,1.3,-0.1,2.1,-0.5
HTR2A ag,-1,1,3,-2,0,6,3,-3,2,-4
ABCB6 inh 2,97,102,85,96,98,93,101,95,146,95
Exocytosis inh,-14,3,4,-4,-6,-1,2,-1,-3,-1
H9c2 protect,-12,-1,-11,-8,-9,0,-2,4,-1,0
Vif imaging,-4,-1,4,-3,.,-5,.,1,-2,3
CaV13 ICDI inh,-12,.,-3,-2,-10,-2,-7,-4,-4,-5
aDG glyco act,0.1,-0.2,-0.1,-0.1,-0.3,1.2,0.0,-0.1,-0.3,0.0

Whole records from above. Order of screens: Glyco luc inh, PDI turbidity, iPSC survival up, HTR2A ag, ABCB6 inh 2, Exocytosis inh, H9c2 protect, Vif imaging, CaV13 ICDI inh, aDG glyco act
`O=C(COC(=O)/C=C/c1cccc(F)c1)NNC(=O)c1ccccc1` reads 1, 2, -0.5, 0, 98, -6, -9, ., -10, -0.3
`CCN1C(=O)[C@@H]2[C@@H](c3ccc(-c4ccc(F)cc4)cc3)N3CCCC[C@@]3(C(=O)OC)[C@@H]2C1=O` reads -2, -9, -2.6, -1, 97, -14, -12, -4, -12, 0.1
`O=C1CCC(=O)N1c1ccccc1OS(=O)(=O)c1ccccc1` reads 2, 7, -0.4, 6, 93, -1, 0, -5, -2, 1.2

(cont.)
21) O=C(c1ccccc1)N1N=C(C(F)(F)F)CC1(O)c1ccccc1 (stereo unspecified)
22) Cc1cccc(NC(=O)C2CC(=O)OC23CCCC3)c1 (stereo unspecified)
23) c1ccc(CCc2nn3c(Cn4nnc5ccccc54)nnc3s2)cc1
24) COc1cccc(CNC(=O)CCNS(=O)(=O)c2cccc3nsnc23)c1
25) CCOc1ccc(NC(=O)CSc2nnc(Cc3ccccc3)c(=O)n2N)cc1
26) CSCCC(NC(=O)COc1ccccc1)C(=O)N1CCN(c2ccccc2F)CC1 (stereo unspecified)
27) COc1cc(C2NC(=S)NC(c3ccccc3)=C2C(C)=O)cc(Br)c1OCC(N)=O (stereo unspecified)
28) CNc1c([N+](=O)[O-])cnn1-c1cccc(Cl)n1
29) O=C(NCc1ccc(OC(F)(F)F)cc1)C12CN(Cc3ccccc3)CC1C(c1cccc([N+](=O)[O-])c1)=NO2 (stereo unspecified)
30) O=C(NC(=S)Nc1ccc(CN2CCOCC2)cc1)c1ccc([N+](=O)[O-])cc1

screen / no.,21,22,23,24,25,26,27,28,29,30
Glyco luc inh,-3,1,-2,-1,-4,-1,-1,0,2,1
PDI turbidity,-3,7,23,-3,-14,3,-7,-1,5,9
iPSC survival up,-0.5,3.5,-2.0,1.1,0.0,-0.3,0.2,2.0,-2.4,1.3
HTR2A ag,0,3,0,1,0,-7,6,-3,-4,0
ABCB6 inh 2,97,100,88,96,94,102,106,96,97,99
Exocytosis inh,-2,3,3,-1,-7,2,-1,-3,1,-4
H9c2 protect,-10,-1,0,5,2,4,8,1,-6,4
Vif imaging,-1,10,-4,-3,-13,-8,.,0,10,-1
CaV13 ICDI inh,-9,-5,-4,-2,-2,-10,-4,-4,-8,-18
aDG glyco act,0.3,0.0,0.1,-0.2,0.3,0.1,0.0,0.2,0.4,0.2

31) O=C(Nc1ccc(S(=O)(=O)N2CCCCC2)cc1)C1CC(=O)N(c2ccc(F)cc2)C1 (stereo unspecified)
32) O=C(CNC(=O)c1ccc(F)cc1)N/N=C/c1cn[nH]c1-c1ccccc1
33) CCC(=O)Nc1ccc(C(=O)NNC(=O)Cc2ccccc2)cc1
34) O=C(Nc1ccccc1N1CCN(c2ccccc2)CC1)C1CCCCC1
35) CCCN1CN=C(Nc2nc3ccccc3o2)NC1
36) CC(=O)c1ccc(NC(=O)COC(=O)C2C3CC4OC(=O)C2C4C3)cc1 (stereo unspecified)
37) COc1ccc(C(=O)NCCn2ccc3ccccc32)c(OC)c1
38) CSc1nc2cc(C)nn2c(-c2ccc(C(C)(C)C)cc2)c1C#N
39) O=C(O)CSc1cc(C(=O)c2cc(F)ccc2O)cn2c(=O)c3c(-c4ccccc4)csc3nc12
40) CCOc1ccc(C(=O)NCC(C)C)cc1
41) COc1ccc(C(=O)Nc2ccc3c(c2)OCCO3)cc1
42) Cn1c(SCC(=O)c2ccccc2F)nnc1C1CC1
43) COc1ccc(C(=O)Nc2cccc(/C(C)=N/NC(=O)c3ccc([N+](=O)[O-])c(C)c3)c2)cc1OC

screen / no.,31,32,33,34,35,36,37,38,39,40,41,42,43
Glyco luc inh,-4,-1,1,3,0,0,-2,-6,0,0,-17,-1,1
PDI turbidity,18,1,3,-5,8,-13,0,4,2,-5,7,2,13
iPSC survival up,0.1,0.4,1.0,1.3,-0.8,-0.1,-1.8,0.3,0.6,-3.5,-3.6,0.5,0.0
HTR2A ag,5,-8,-1,2,1,1,-3,1,2,3,-1,2,-5
ABCB6 inh 2,96,100,99,100,97,97,99,94,107,74*,137,97,102
Exocytosis inh,-1,-1,4,12,-4,0,2,-22,13,-2,0,3,3
H9c2 protect,-4,0,-1,4,-1,2,8,-5,31,-11,-23,13,95*
Vif imaging,-19,0,-2,.,-5,-8,-18,5,-3,3,12,3,5
CaV13 ICDI inh,-4,5,-4,-9,-2,-3,-11,-14,-5,-5,.,-5,-6
aDG glyco act,-0.1,0.4,0.2,0.0,0.1,0.0,0.2,0.2,-0.2,0.1,-0.1,0.0,-0.5
